Screens (PubChem)
TRPV1 ag = activates the human vanilloid receptor TRPV1 | TRPV1-expressing cells, Fluo-8 calcium influx, agonist mode | activation, % at 8.33 µM | 0.19% of 320,000 active | AID 540275; in the data active = activation above about 80%; inconclusive = between about 30% and that limit; also: 0% is about no effect
Target sequence (Q8NER1 whole entry, looked up): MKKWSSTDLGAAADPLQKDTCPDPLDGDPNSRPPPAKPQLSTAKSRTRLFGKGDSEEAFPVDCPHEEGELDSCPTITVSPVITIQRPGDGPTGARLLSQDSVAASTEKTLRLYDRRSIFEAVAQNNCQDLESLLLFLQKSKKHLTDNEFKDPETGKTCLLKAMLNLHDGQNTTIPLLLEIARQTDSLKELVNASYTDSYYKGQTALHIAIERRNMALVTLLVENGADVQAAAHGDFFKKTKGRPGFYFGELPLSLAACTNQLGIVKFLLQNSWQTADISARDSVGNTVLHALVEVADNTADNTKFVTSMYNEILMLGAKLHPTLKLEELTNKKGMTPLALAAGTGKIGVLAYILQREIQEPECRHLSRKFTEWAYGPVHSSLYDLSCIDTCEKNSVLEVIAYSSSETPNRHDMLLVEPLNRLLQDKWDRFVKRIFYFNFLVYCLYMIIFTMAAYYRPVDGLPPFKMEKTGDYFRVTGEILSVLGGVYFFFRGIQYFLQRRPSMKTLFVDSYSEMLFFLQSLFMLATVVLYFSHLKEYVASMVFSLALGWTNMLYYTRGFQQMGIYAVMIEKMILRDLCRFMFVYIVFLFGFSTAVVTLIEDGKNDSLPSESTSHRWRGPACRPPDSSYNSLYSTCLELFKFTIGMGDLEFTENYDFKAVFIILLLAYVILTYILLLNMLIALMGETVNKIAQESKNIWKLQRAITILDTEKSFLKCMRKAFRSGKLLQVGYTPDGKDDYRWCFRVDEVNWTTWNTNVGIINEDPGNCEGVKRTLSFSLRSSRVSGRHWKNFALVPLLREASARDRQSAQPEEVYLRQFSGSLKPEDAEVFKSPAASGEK
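Fluo-8 calcium influx in TRPV1-expressing cells, kinetic read (ex 480/em 520 nm). Compound added and read 3 min for agonist activity, followed by capsaicin at EC20 final and 2 min further read for enhancement.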
A-T KAP1 phos = potential ataxia-telangiectasia treatment; AID 485349; 0.19% of 320,000 active; […] A-T fibroblasts, KAP-1 phosphorylation AlphaLISA; neocarzinostatin DNA damage 30 min before lysis; Potency, µM (titrated, usually from 57.5 µM), for the others: at the highest dose activation, actives largely listed as activators; also: potency is read from the fitted curve at half-maximal effect; % of control where 0% means no effect; nearly all actives have a fitted effect of over 45% in size
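hTERT-immortalized A-T patient fibroblasts ([…]), 500 cells/well in OPTI-MEM, 1% FBS, got compounds for 60 min, then NCS for 30 min at 37C. Lysates were then assayed for phospho-KAP-1 by AlphaLISA (anti-pKAP1 donor, anti-KAP1 acceptor beads), 6 hr at 25C.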
Integrin act MD = activators of alpha7 integrin expression for muscular dystrophy; alpha7betagal myoblasts, beta-gal FDG fluorescence, 48 h; 0.064% of 350,000 active; AID 624291; Potency, µM (doses to about 38.3 µM), without a hit: at the top dose activation, usual class: activators;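 also: potency is read from the fitted curve at half-maximal effect; 100% = response of the positive control SU9516; nearly all actives have a fitted effect of over 60% in size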
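Alpha7betagal+/- myoblasts (passage 13) were plated 16-24 hr, then exposed to compounds (1:260 dilution of DMSO stock) for 48 hours at 37C. After MPER lysis, β-galactosidase reporter activity was read as FDG fluorescence (ex 480/em 540) after 30 minutes.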
GALK inhibitor = galactokinase (human) inhibition | Potency, µM (highest dose often 57.5 µM), for the others: at the top dose activity change, negative = inhibition, hits mostly inhibitors | AID 1868 | P51570 | 0.007% of 270,000 active | Purified GALK, Kinase-Glo residual ATP luminescence; also: potency is read from the fitted curve at half-maximal effect; % is scaled to controls: 0 for no effect and ±100 for the full control effect
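Human GALK (5 nM) with 35 uM ATP and 100 uM galactose in 20 mM HEPES pH 8.0, 5 mM MgCl2, 60 mM NaCl, 1 mM DTT, 0.01% BSA. After 1 h at room temperature, leftover ATP was read by Kinase-Glo Plus luminescence.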
FBPA coupling cs = coupling enzyme interference in Giardia aldolase counter-screen; coupling enzyme system counterscreen, AmpLite Red fluorescence; activity change, negative = inhibition, % at 58.2 µM, hits read low; 0.67% of 290,000 active; AID 2472; in the data active = activity change below about -30%; also: % is scaled to controls: 0 for no effect and ±100 for the full control effect
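First, compound is pin-transferred into glyceraldehyde-3-phosphate coupling-enzyme reagent at 57.5 uM final and held 10 min at RT. Next, substrate, coupling system and AmpLite Red are added. After 20 min RT, fluorescence (525/598 nm) is read.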
KCNH2 3.1 block = inhibitors of human KCNH2 3.1 potassium channel isoform. U2OS KCNH2 3.1, thallium flux FluxOr; active compounds read low. activity change, % (tested at about 1.8 µM). 0.95% of 340,000 active;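 active = maximum activity change below -70%; inconclusive = maximum activity change from -70% to -50%; inactive = maximum activity change above -50%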;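 also: thallium influx rate constant from kinetic fluorescence after stimulation buffer; % is scaled to controls: 0 for no effect and ±100 for the full control effect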
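U2OS cells transduced with KCNH2 3.1 mutant virus (1.77 x 10^8 /mL, 4 h), plated overnight at 37 C, loaded 45 min with FluxOr dye plus Red40 quencher. Thallium flux rate constant from kinetic reads after stimulation buffer, normalised to controls.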
hERG WT inh = inhibitors of human wildtype KCNH2 potassium channel. Q12809. U2OS, BacMam KCNH2, thallium flux FluxOr; active compounds read low. AID 720551. activity change, % at 1.84 µM. 0.37% of 340,000 active;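 active = maximum activity change below -70%; inconclusive = maximum activity change between -70% and -50%; inactive = maximum activity change above -50%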; also: % is scaled to controls: 0 for no effect and ±100 for the full control effect
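U2OS cells were transduced with wild-type KCNH2 virus (2.03 x 10^8 / mL) for 4 h at room temperature, then cultured overnight at 37 C. Thallium flux was read with FluxOr dye. Rate constants were normalized to DMSO controls.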
MBNL1 CUG block = MBNL1-poly(CUG) RNA binding inhibition | Potency, µM (titrated, usually from 57.5 µM), for inactives: at the highest dose activity change, negative = inhibition, usual class: inhibitors | 0.036% of 280,000 active | Q9NR56 | TR-FRET MBNL1-His/biotin-(CUG)12 binding, 665/545 ratio | AID 2675; active = well fitted inhibition curve with a large enough effect in the signal ratio, with a control signal flat, not every such curve was filed as active; inconclusive = small, poorly fitted or top-dose-only effect, or effect the other way, or a change in a side signal; inactive = no such curve, though single readings can be large or run the other way; the % refers to the signal ratio; also: potency is read from the fitted curve at half-maximal effect; % is scaled to controls: 0 for no effect and ±100 for the full control effect
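TR-FRET readout: Ex 340 nm, 665/545 nm emission ratio, normalized to buffer-only (basal) and MBNL1-(CUG)12 controls. Complex of MBNL1-His with Biotin-(CUG)12, compounds 92 nM–58 uM, incubated 60 min at room temperature.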
ASM inhibitor = blocks human secretory acid sphingomyelinase | placental ASM, HMU-PC fluorogenic substrate, 60 min | 0.006% of 340,000 active | Potency, µM (series often up to 57.5 µM), without a hit: at the top dose activity change, negative = inhibition, most hits filed as inhibitors; also: potency is read from the fitted curve at half-maximal effect
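Human placenta-derived ASM enzyme was preincubated with compound for 10 minutes at room temperature, then given fluorogenic substrate HMU-PC0 (9 uM final) for 60 minutes at 37 °C; a pH 10 stop preceded fluorescence reading at Ex 386/Em 447 nm.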
CXXC DNA block = blocks binding of human MLL CXXC domain to DNA. AID 2662. Potency, µM (top dose mostly 115 µM), without a hit: top-dose activity change, negative = inhibition, hits mostly inhibitors. 0.037% of 290,000 active. Q03164. MLL-CXXC / FITC-HOXA9 DNA fluorescence polarization; active = well fitted inhibition curve with a large enough effect in the polarisation, with a control signal flat, not every such curve was filed as active; inconclusive = small, poorly fitted or top-dose-only effect, or effect the other way, or a change in a side signal; inactive = no such curve, though single readings can be large or run the other way; the % refers to the polarisation; also: potency is read from the fitted curve at half-maximal effect
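Purified MLL-CXXC (added from a 7 uM solution) was preincubated 5 min at ambient with pinned compounds in 50 mM Tris-HCl pH 7.5, 50 mM NaCl, 1 mM DTT, 0.05% BSA. Fluorescein-labeled HOX-A9 DNA (50 nM solution) followed, 30 min, then polarization read.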
* hit, by the source's call; ? = inconclusive; nt = not tested or not shown; [ ] = dose if it differs, or a comment. Unless noted, calls follow the shape of the dose curve; as a rule, active = well fitted curve in the direction sought with a large enough effect; inconclusive = small, poorly fitted or top-dose-only effect, or another doubt; inactive = no such curve, though single readings can be large; an effect the other way counts as inactive or inconclusive.

Compound	TRPV1 ag	A-T KAP1 phos	Integrin act MD	GALK inhibitor	FBPA coupling cs	KCNH2 3.1 block	hERG WT inh	MBNL1 CUG block	ASM inhibitor	CXXC DNA block
CCCC(=O)C1=C(O)C(C(=O)OC)C(C)(C)CC1=Nc1ccc(C)cc1 (configuration not stated)	?	2.5%	5.0%	-1.4%	-0.9	1.4	2.6	-8.4%	-11.9%	-18.8%
CC(C)c1cc(CNC(=O)C2CCC(=O)N(CCc3ccc(Cl)cc3)C2)on1 (configuration not stated)	1.1	0.2%	-1.2%	8.1%	1.2	7.7	16.2	-0.1%	1.6%	6.2%
Cc1noc(C)c1S(=O)(=O)N(C)C[C@H]1Oc2c(cccc2N(C)C)C(=O)N([C@H](C)CO)C[C@@H]1C	nt	0.3%	0.0%	nt	nt	-2.9	-1.6	nt	-7.9%	nt
CC(C(=O)Nc1ccc(S(=O)(=O)N2CCOCC2)cc1)N(c1ccccc1)S(C)(=O)=O (configuration not stated)	0.6	-1.5%	18.4%	0.5%	1.0	6.9	-0.6	-5.3%	-3.2%	-3.3%
O=C(OCC(=O)N1CCC(Cc2ccccc2)CC1)c1ccc(CO)cc1	?	-3.1%	6.1%	nt	nt	5.6	0.4	nt	-0.9%	nt
CCOc1ccccc1N1CC(C(=O)Nc2nccs2)CC1=O (configuration not stated)	1.0	3.3%	24.8%	2.6%	-0.8	-0.8	-12.7	0.5%	0.4%	0.6%
CCOc1ccc(-c2c[n+](=O)c3c(n2[O-])CCCC3)c(OCC)c1	-3.9	0.0%	2.0%	-0.5%	-2.7	-1.9	-6.6	?	3.0%	17.0%
CCCCCN=Cc1c(C)[nH]n(-c2nc3ccccc3s2)c1=O	7.8	4.8%	2.2%	-1.5%	5.1	-17.2	-16.4	-8.4%	-3.2%	-5.1%
O=C(NCC(c1cccnc1)N1CCN(c2ccccc2F)CC1)c1ccco1 (configuration not stated)	0.6	6.4%	7.3%	-1.4%	1.4	-1.2	-4.8	?	3.5%	4.1%
Cc1ccc(S(=O)(=O)/N=C(\N)Nc2nc(C)c3ccc(C)cc3n2)cc1	0.9	1.0%	7.2%	-0.1%	3.8	-21.3	0.1	14.7%	-7.6%	28.4%
O=C(Nc1cc(F)ccc1F)C1CCCN1S(=O)(=O)c1cccc2nsnc12 (configuration not stated)	0.0	10.6%	22.6%	-3.7%	nt	4.0	2.7	?	5.0%	0.1%
O=C(CSc1nnc(-c2ccccn2)n1Cc1ccco1)c1ccc(-c2ccccc2)cc1	0.7	6.0%	-20.8%[7.66 µM]	0.0%	1.0	-22.4	5.7	3.5%	4.4%	-0.9%
CC1=C(C(=O)OCc2ccccc2)C(c2ccc(Cl)cc2Cl)NC(=O)N1CCCCCC(=O)O (configuration not stated)	18.1	-12.0%	18.5%	nt	7.1	2.8	-8.5	-27.8%	-7.7%	-3.9%
O=C(CCC(=O)OCC(F)(F)C(F)F)NCc1ccccc1	3.4	-0.8%	-5.1%[7.66 µM]	1.0%	1.0	0.3	-0.3	-4.7%	1.0%	-3.4%
c1coc(CN(Cc2ccco2)c2ncnc3c2oc2ccccc23)c1	3.2	nt	-17.1%	0.7%	-4.3	-11.4	-7.0	-6.9%	-17.5%	-0.4%
CCCN(CCC)CCCNC(=O)c1cc2c(=O)n(C)c3ccccc3c2n1C	nt	-27.3%	-36.1%	1.5%	-0.7	8.9	-0.2	5.0%	0.4%	16.5%
CCOC(=O)N1CCN(c2nc(-c3ccc(Cl)cc3)cs2)CC1	?	15.0%	-20.3%	-0.5%	1.3	-16.6	-1.1	-1.3%	-7.0%	3.0%
COc1ccc(C(C)=O)cc1CN1C(=O)NC2(CCCCC2C)C1=O (configuration not stated)	1.3	2.9%	10.1%	2.4%	4.5	1.5	3.3	1.5%	1.4%	-8.9%
O=C(/C=C/c1ccccc1)NC1CC2CCCC(C1)N2Cc1ccccc1 (configuration not stated)	5.0	22.7%	nt	-1.8%	6.0	nt	nt	6.5%	nt	4.3%
COc1ccc(/C=N/N=C(\N)c2nonc2N)cc1OC	-2.0	-2.0%	12.0%	-5.2%	-3.1	4.2	-14.2	?	-5.0%	-2.8%
Cc1c(C(=O)NNC(=O)c2ccncc2)oc2ccccc12	21.5	-0.3%	18.7%	nt	nt	7.7	-13.1	nt	2.0%	nt
N#CCCn1cc(/C=C/C(=O)O)c(-c2ccc(F)cc2)n1	-0.7	1.8%	-8.1%	8.6%	-0.9	0.6	-2.7	3.2%	-3.6%	-5.9%
O=C(c1cccc(Br)c1)c1conc1C(=O)c1ccco1	6.1	4.4%	-3.1%	nt	-1.3	8.5	-16.0	5.2%[11.5 µM]	-0.3%	6.1%
COc1ccc(NC(=O)Nc2ccc(C(=O)N3CCOCC3)cc2)cc1OC	-3.3	13.0%	-8.9%	2.0%	0.6	-5.2	-0.2	-4.4%	2.7%	-1.3%
COc1ccc(Cl)cc1N1C(=O)C2CCCN2C1c1ccc(F)c(F)c1 (configuration not stated)	nt	2.7%	0.0%	0.0%	2.8	2.7	-6.4	-0.5%	0.2%	-3.1%
CNC(=O)c1nnc(Cc2ccc(F)cc2)o1	nt	-3.3%	-11.8%	1.7%	-0.7	-1.4	15.0	6.0%	1.6%	-1.1%
Cc1ccc(C(=O)OC(C)CN2CCN(C)CC2)cc1 (configuration not stated)	3.4	-6.9%	2.2%	-1.3%	0.0	17.8	7.7	5.1%	4.0%	-11.8%
Cc1n[nH]c(C)c1CCC(=O)N/N=C/C=C/c1ccccc1	1.3	3.4%	5.3%	0.0%	0.3	-0.6	1.8	?	0.4%	3.0%
COc1ccc(CCNC(=O)CSc2ccc(-c3ccccc3)nn2)cc1	-2.5	3.7%	nt	0.6%	1.8	nt	nt	-27.5%	nt	-3.6%
COc1ccc(S(=O)(=O)N2CC(C)N(C(=O)N(C)C)C2C)cc1 (configuration not stated)	-0.5	0.5%	-9.7%	3.4%	0.3	-4.2	-3.8	0.2%	5.7%	4.9%
CC(C)(C)c1ccc(S(=O)(=O)NC(Cc2ccccc2)C(=O)O)cc1 (configuration not stated)	4.5	nt	1.9%	2.6%	28.7	-0.6	-17.2	5.0%	6.6%	3.4%
COc1ccc(C(C)C)cc1S(=O)(=O)NCCCn1ccnc1	-1.5	-4.8%	3.4%	-2.1%	-1.1	-7.7	0.9	0.5%	-0.8%	4.7%
CCCc1n(CC(O)COC2CCCCC2)c2ccccc2[n+]1C (configuration not stated)	-2.2	-5.2%	-48.3%[inhibitor]	-3.0%	1.0	5.3	-2.8	1.7%	-0.9%	9.0%
COc1ccc(NC(=O)CSc2nnc(-c3ccco3)n2C)cc1	-2.1	-5.2%	-14.8%	0.0%	0.3	-23.9	-3.4	-7.7%	3.4%	1.4%
COC(=O)C(C)Sc1n[nH]c(=S)s1 (configuration not stated)	-2.3	nt	-21.7%	-0.7%	3.9	4.1	2.6	-3.0%	2.3%	0.2%
CCS(=O)(=O)Nc1cccc(-c2nc3cccnc3s2)c1	4.6	1.1%	-9.3%	-1.5%	2.1	-1.6	-21.1	22.2%	3.4%	-8.7%
Cc1cccc(NC(=O)CS(=O)CC(=O)Nc2cnc3ccccc3c2)c1C (configuration not stated)	1.4	-4.1%	44.7%	7.1%	-0.9	-8.4	-10.9	11.5%	0.9%	3.3%
CCOc1ccc(-c2c(C(=O)N/N=C(\C)c3ccncc3)nnn2-c2nonc2N)cc1	17.0	-1.3%	0.0%	7.1%	-2.2	7.0	-3.4	3.6%	-1.0%	-9.0%
CSc1ccc(-c2nc(CSCC(=O)NCCCN3CCCC3=O)c(C)o2)cc1	-3.3	-15.7%	6.7%	1.1%	-0.4	7.5	-2.5	?	5.1%	3.4%
O=C1C(C=NCCCN2CCCC2=O)=C(O)c2ccccc21	11.1	10.7%	2.7%	7.2%	1.4	-7.2	2.5	?	0.2%	7.1%
CCO/N=C(/C)c1c(O)c(C)c(-c2ccccc2)n(-c2ccccc2)c1=O	8.5	-1.5%	14.3%	-1.8%	-11.2	0.0	-0.2	?	-15.7%	-1.0%
